Assay outcomes from PubChem BioAssay.
human PMI inhibitors: human PMI inhibitors, high substrate, primary screen, biochemical, fluorescence intensity, high mannose 6-phosphate (AID 1220). recombinant PMI enzyme, coupled fluorescence intensity; higher % means a stronger effect. inhibition, % at 20 µM; hits with a dose series show IC50 in µM. 0.66% of 190,000 active
XIAP antagonists: small molecules displacing peptide from XIAP – biochemical, IAP family, fluorescence polarization (AID 1018); XIAP BIR domain, fluorescence polarization peptide displacement; higher % means a stronger effect; displacement, % at 20 µM; hits with a dose series show IC50 in µM; 0.007% of 200,000 active; in the data active means displacement above about 50%; further: a part of the inactive calls stands beside numbers as strong as those of hits
TNAP activators: stimulation of alkaline phosphatase TNAP activity – biochemical, luminescent, no phosphate acceptor, uHTS, primary screen (AID 1001) | purified TNAP, luminescent activation assay, no phosphate acceptor; higher activation fold means a stronger effect | activation fold at 20 µM; hits with a dose series show EC50 in µM | 0.03% of 200,000 active; in the data active means activation fold from about 3, or a potency from the dose series; inactive means the rest, 99 in 100 with activation fold below about 1.6; further: many of its hits are not listed in these tables
P. falciparum M1AAP: P. falciparum M1AAP inhibitors, biochemical, fluorogenic H-Leu-NHMec substrate, 1536-well (AID 1445); inhibition, % at 30 µM; hits with a dose series show IC50 in µM; 0.42% of 220,000 active; recombinant M1AAP, H-Leu-NHMec fluorogenic kinetic assay; higher % means a stronger effect;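 active means primary inhibition above the hit cutoff, then over 50% inhibition at one or more dose response concentrations, cut at about 23% in these data, passing the limit was not always enough; inconclusive means conflicting primary data, or primary hits not chosen for dose response; inactive means low primary inhibition, or under 50% at every dose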;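 further: plate controls were DMSO full reaction for no effect and no enzyme background for full effect; strong numbers were not always called active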
WT yeast gro inh: growth inhibition of WT yeast, mitochondrial fusion screen; mitochondrial fusion phenotypic screen, WT strain; inhibition, % at 10 µM; 2.1% of 190,000 active; AID 1362; in the data active means inhibition above about 58%; tested in S. cerevisiae
LYP phosphatase: PTPN22 lymphoid phosphatase activity blockers – biochemical, fluorescence intensity, uHTS (AID 1779). recombinant LYP phosphatase, fluorescence intensity; higher % means a stronger effect. inhibition, % at 11.5 µM, or IC50 in µM where a hit was titrated. 0.054% of 290,000 active;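 further: plate controls were vehicle with enzyme for no effect and no enzyme for full effect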
Yfh1-depleted yeast: enhancers of respiration in Yfh1-depleted yeast, dose response, Friedreich's ataxia, plus single-dose screen (AID 1465). S. cerevisiae Yfh1-off respiration, WST-1 reduction, 72 h; higher fold induction means a stronger effect. fold induction at 50 µM; hits with a dose series show EC50 in µM. 0.074% of 220,000 active;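 active means fold induction of absorbance versus untreated yeast above a set limit, then at least 30% activation at any dose in follow-up; inconclusive means repeats straddling the limit, or above it without dose testing; inactive means fold induction below the set limit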;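 further: activators that raise dye reduction in frataxin-depleted yeast; strong numbers were not always called active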
human PMI inhibition: MPI enzyme activity inhibition – biochemical, fluorescence intensity, coupled assay, primary screen (AID 1209); purified PMI enzyme, coupled fluorescence intensity; higher % means a stronger effect; one-dose inhibition, % at 20 µM; IC50 in µM for titrated hits; 0.42% of 190,000 active;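 further: plate controls were DMSO vehicle for no effect and wells lacking substrate for full effect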
P. falciparum M17LAP: P. falciparum M17LAP inhibitors, primary screen, biochemical, fluorogenic H-Leu-NHMec substrate, 1536-well (AID 1619); recombinant M17LAP, H-Leu-NHMec fluorogenic kinetic assay; higher % means a stronger effect; inhibition, % at 30 µM; hits with a dose series show IC50 in µM; 0.38% of 220,000 active;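 active means compound inhibiting the enzyme by more than half at any dose during confirmatory dose-response retesting; inconclusive means strong single-dose inhibitors picked by rank but not retested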;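 further: plate controls were full reaction with DMSO carrier for no effect and no enzyme background for full effect; strong numbers were not always called active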
WT yeast gro inh mutant strain: recorded beside WT yeast gro inh, whose call it bears; inhibition, %; mitochondrial fusion phenotypic screen, mutant strain inhibition
* hit, by the source's call; i = inactive; ? = inconclusive; · = not tested or not shown. Unless noted, no stated cut-off is given here; in the data, active means inhibition above about 50%; inactive means the rest. The order is random; 3.7% or so of the library scored in one or more.

SMILES	human PMI inhibitors	XIAP antagonists	TNAP activators	P. falciparum M1AAP	WT yeast gro inh	WT yeast gro inh mutant strain	LYP phosphatase	Yfh1-depleted yeast	human PMI inhibition	P. falciparum M17LAP
CCOC(=O)c1cccc(NS(=O)(=O)c2c(C)[nH]c(=O)[nH]c2=O)c1	-8%	-3.4%	1.1	6%	8	-6	-1%	i	-3%	39%
O=C(Nc1cnccn1)c1cccs1	-14%	16%	1.1	3%	9	-1	-4%	i	-7%	-4%
CCCCSc1nnc(CCC)n1N	-12%	-0.1%	1.1	2%	-1	14	-2%	i	-8%	10%
COc1ccc(NS(=O)(=O)c2cccc(Cl)c2Cl)cc1S(=O)(=O)N1CCCCC1	9%	-19%	1	-7%	-2	6	-5%	i	10%	0%
O=C(CN1CCN(Cc2ccccc2)CC1)N=Nc1c(O)[nH]c2ccccc12	4%	-0.6%	1.2	5%	-10	-7	3%	i	17%	4%
CC(C)CN1C(=O)NC(NC(=O)c2ccco2)(C(F)(F)F)C1=O (stereo not given)	-5%	-6.4%	1	2%	8	20	-12%	i	-2%	0%
O=C(Nc1ccc(N2CCCC2)cc1)c1ccc2ccccc2c1	19%	0.4%	1	10%	4	-7	-4%	i	17%	19%
CC1CC(C)CN(CCOCCSc2ccc(Cl)cc2)C1 (stereo not given)	4%	-2.1%	1.1	3%	42	50	-11%	i	14%	3%
O=C(NC1CC1)C1CCN(c2ccc(S(=O)(=O)N3CCOCC3)cc2)CC1	11%	-1.0%	1.1	-4%	-7	2	3%	i	14%	-3%
O=S(=O)(Nc1ccccc1O)c1cccc2cccnc12	12%	-3.5%	2.4	4%	-5	-7	-9%	i	10%	8%
COc1ccc(-n2ccnc2)cc1	-5%	-2.7%	1.1	0%	5	16	-11%	i	-4%	-6%
Cc1cc(C(F)(F)F)nc(NCc2ccc(F)cc2)n1	3%	-3.2%	1.1	9%	-9	2	-9%	i	3%	-12%
Cc1ccc(-n2ncc(C#N)c2/N=C/N2CCOCC2)cc1	14%	-0.8%	1.1	-3%	12	2	-5%	i	15%	9%
O=C(Nc1ccc(Br)cc1)c1ccc(N2C(=O)C3CC=C(Cl)CC3C2=O)cc1 (stereo not given)	-2%	-3.9%	1.2	5%	0	-5	-4%	i	2%	-2%
CC(=O)N1CCN(c2ccc(NC(=S)NC(=O)c3ccc(C)c([N+](=O)[O-])c3)cc2)CC1	·	·	·	8%	·	·	6%	i	·	-6%
Cc1cc(C(=O)NN=C2CCCCCC2)c(C)o1	·	·	·	-4%	·	·	-9%	i	·	-16%
Cc1cc(/C=C(\C#N)C(=O)O)c(C)n1-c1ccc(Br)cc1	·	·	·	4%	·	·	1%	i	·	10%
CC(C)[C@H](CO)Nc1nc(NCc2ccc(S(N)(=O)=O)cc2)c2ncn(C(C)C)c2n1	·	·	·	2%	·	·	-13%	i	·	3%
COCCN(C(=O)Cn1nnc2ccccc21)C(C(=O)NC1CCCC1)c1cc(OC)ccc1OC (stereo not given)	2%	-6.3%	1.1	4%	-8	-4	2%	i	2%	2%
CC1=C(C(N)=O)C(c2ccccc2F)NC(=O)N1 (stereo not given)	-16%	-3.2%	1.1	13%	10	24	1%	i	-11%	-11%
CCN1CCN(CCCCSc2ccccc2)CC1	-7%	-3.2%	1.1	-2%	-18	-21	-2%	i	7%	4%
N=C1SC(c2ccccc2)C(=O)N1c1ncc(Cc2ccccc2Cl)s1 (stereo not given)	-7%	-10%	1.5	-9%	56	-35	9%	i	2%	20%
Cc1cc(/C([O-])=C(/C(=S)Nc2ccc(F)cc2)[n+]2ccccc2)c(C)n1-c1ccc(F)cc1	39%	-2.9%	1.1	11%	-12	-9	7%	i	8%	19%
CC1CCCCC1NC(=O)CSc1ccc([N+](=O)[O-])cc1 (stereo not given)	·	·	·	8%	·	·	0%	i	·	-6%
Cc1cc(N2CCN(C)CC2)nc2ccc(NC(=S)NCCCN3CCN(C)CC3)cc12	-6%	-1.4%	1	1%	7	2	-4%	i	-8%	3%

Next part:
SMILES	human PMI inhibitors	XIAP antagonists	TNAP activators	P. falciparum M1AAP	WT yeast gro inh	WT yeast gro inh mutant strain	LYP phosphatase	Yfh1-depleted yeast	human PMI inhibition	P. falciparum M17LAP
CC(=O)C1=C(O)C(=O)N(CO)C1c1ccccc1F (stereo not given)	-4%	-2.4%	1.1	8%	8	-7	-5%	i	-7%	47%
O=c1c2ccccc2[nH]c2ccc(F)cc12	2%	-8.8%	1.1	5%	14	29	-16%	i	5%	-18%
O=C(O)c1ccc(NC2CC(=O)N(Cc3ccccc3)C2=O)cc1 (stereo not given)	-5%	-6.4%	1	6%	-19	14	-1%	i	-4%	2%
Cc1csc(NC(=O)c2ccc(C)o2)n1	-2%	-1.2%	1	1%	-5	-6	-6%	i	-2%	9%
CSCCC(Nc1ncnc2ccc(Br)cc12)C(=O)O (stereo not given)	17%	-5.9%	1.1	-6%	-23	-14	-7%	i	10%	-3%
CC1=NN(C(=O)CCc2ccccc2)C(O)(c2ccncc2)C1 (stereo not given)	-6%	-0.7%	1.3	3%	2	-17	-5%	i	-3%	-9%
Cc1sc(NC(=O)c2ccco2)c(CN2CCN(c3ccccn3)CC2)c1C	7%	-2.5%	1.1	11%	49	3	-2%	i	20%	-8%
CC(C)C(=O)Nc1ccc(-c2nc3cccnc3o2)cc1	7%	-4.1%	1.1	14%	9	3	-22%	i	4%	-79%
CCCCC(=O)NC(=S)Nc1c(C)cc(Br)cc1C	18%	-9.9%	1	-1%	18	14	9%	i	34%	13%
CC1CCCN(S(=O)(=O)c2ccc(S(=O)(=O)N3CCCN(Cc4ccccc4)C3)cc2)C1 (stereo not given)	-5%	-5.3%	1	·	·	·	-6%	i	-8%	·
Cc1cc(C)nc(N/N=C/c2cccc([N+](=O)[O-])c2)n1	·	·	·	1%	·	·	-2%	i	·	2%
COCCN(CCOC)C(=O)COC(=O)c1ccc(Cl)c(S(=O)(=O)N(C)c2ccccc2)c1	4%	-1.0%	1.1	-4%	-2	1	-4%	i	2%	0%
CCn1c(Cc2ccccc2)nnc1SCC(=O)Nc1nccs1	-16%	-0.9%	1	19%	-5	-2	-7%	i	-1%	4%
O=C(NCCN1CCOCC1)C1CCC(CNS(=O)(=O)c2ccccc2)CC1 (stereo not given)	-3%	0.1%	1.1	5%	-4	-4	-7%	i	-6%	-1%
Cc1ccc(C(=O)N2CCOCC2)cc1[N+](=O)[O-]	14%	1.7%	1.1	3%	-5	4	1%	i	3%	-10%
CCN(CC)C(=O)c1sc2nc(-c3ccncc3)[nH]c(=O)c2c1C	-6%	-3.7%	1.1	-9%	2	-1	2%	·	-4%	3%
CC1=NC(=O)C(N=Nc2ccccc2C(=O)O)N1c1ccccc1 (stereo not given)	21%	1.8%	0.9	?	-9	-2	1%	i	7%	61%
CC1=NNC(=O)C1CCC(=O)N/N=C\c1ccccc1[N+](=O)[O-] (stereo not given)	12%	-4.8%	1	4%	-11	1	-1%	i	11%	3.1µM*
C/C(N)=C(/C#N)C(=O)COC(=O)CSc1ccccc1	-1%	-7.6%	1	0%	-14	-12	1%	i	2%	5%
Cc1ccccc1-c1nc(CN2CCSCC2)c(C)o1	2%	-5.0%	1.1	14%	-6	-10	-3%	i	2%	12%
CCCCOC(=O)c1ccc(NC(c2ccc(C)cc2)P(=O)(OC)OC)cc1 (stereo not given)	16%	-5.8%	1	5%	25	-5	47%	i	14%	-11%
Nc1ccccc1SCC(=O)Nc1nc(-c2ccccc2)cs1	2%	-5.1%	1	3%	15	33	6%	i	6%	-1%
COc1ccc(-n2c(C)cc(C(=O)CSc3nn4c(=O)c(C(C)(C)C)nnc4s3)c2C)cc1	38%	-5.7%	1.1	-6%	2	-9	0%	i	12%	17%
Nc1c(C(=O)N/N=C/c2ccc(Cl)cc2)cnn1-c1ccccc1	·	·	·	1%	·	·	-7%	i	·	2%
COc1ccccc1NC(=O)Cc1noc(CSc2cccc[n+]2[O-])n1	-9%	-8.7%	1.1	3%	4	13	-7%	i	-3%	8%

Single records, from the list above. Order of screens: human PMI inhibitors	XIAP antagonists	TNAP activators	P. falciparum M1AAP	WT yeast gro inh	WT yeast gro inh mutant strain	LYP phosphatase	Yfh1-depleted yeast	human PMI inhibition	P. falciparum M17LAP
CSCCC(Nc1ncnc2ccc(Br)cc12)C(=O)O (stereo not given) in the list: 17%	-5.9%	1.1	-6%	-23	-14	-7%	i	10%	-3%
O=C(NCCN1CCOCC1)C1CCC(CNS(=O)(=O)c2ccccc2)CC1 (stereo not given) in the list: -3%	0.1%	1.1	5%	-4	-4	-7%	i	-6%	-1%
COc1ccc(-n2c(C)cc(C(=O)CSc3nn4c(=O)c(C(C)(C)C)nnc4s3)c2C)cc1 in the list: 38%	-5.7%	1.1	-6%	2	-9	0%	i	12%	17%
Nc1c(C(=O)N/N=C/c2ccc(Cl)cc2)cnn1-c1ccccc1 in the list: ·	·	·	1%	·	·	-7%	i	·	2%
Nc1ccccc1SCC(=O)Nc1nc(-c2ccccc2)cs1 in the list: 2%	-5.1%	1	3%	15	33	6%	i	6%	-1%

(listing goes on)
SMILES	human PMI inhibitors	XIAP antagonists	TNAP activators	P. falciparum M1AAP	WT yeast gro inh	WT yeast gro inh mutant strain	LYP phosphatase	Yfh1-depleted yeast	human PMI inhibition	P. falciparum M17LAP
O=C(O)CCC(=O)Nc1ccc(N2CCCCC2)c(C(=O)O)c1	13%	-12%	1.1	4%	-14	-9	-6%	i	3%	11%
CCOC(=O)C1CCCN(CCC(=O)Nc2ccc(C)cc2)C1 (stereo not given)	-22%	-4.5%	1.1	-2%	-9	-1	-2%	i	-22%	2%
CC(C)(C)NC(=O)Cn1nnc(-c2cccs2)n1	-1%	-1.7%	1.1	6%	8	0	3%	i	1%	6%
CN(C)CCNC(=O)c1cc2ccccc2oc1=O	4%	-6.1%	1.1	5%	-6	-15	-2%	i	6%	-3%
CC1=CC2=NC(=O)/C(=C\c3cccn3CCOc3cccc(C)c3)C(=N)N2O1	14%	-0.5%	1.1	6%	38	19	10%	i	18%	-8%
CCOc1ccc(NC(=S)NCC(c2cccnc2)N2CCOCC2)cc1 (stereo not given)	0%	-5.0%	1.1	2%	0	0	-2%	i	-1%	2%
Cc1ccccc1OC(C)C(=O)NCc1cccnc1 (stereo not given)	-8%	-4.6%	1.1	10%	-4	-3	-6%	i	-13%	4%
NS(=O)(=O)c1cccc(-n2cnnn2)c1	·	·	·	8%	·	·	-15%	i	·	1%
COCCCNc1nc2ccccc2nc1NS(=O)(=O)c1ccc(C)cc1C	·	·	·	0%	·	·	-6%	i	·	-28%
Cc1ccc(NC(=O)N2CCOCC2)c(C)c1	-1%	-4.1%	1	7%	0	-2	-9%	i	8%	1%
COC(=O)C1=NN(C(C)=O)C2(CC(=O)N(c3cccc(C)c3)C2=O)C1 (stereo not given)	7%	-13%	0.9	7%	12	-4	11%	i	-7%	11%
C=CCNC(=O)/C(C#N)=C/c1c(C)nn(-c2ccccc2)c1Cl	12%	-1.6%	1.1	2%	36	34	-4%	i	9%	4%
O=C1N2CCCc3cccc(c32)C12Nc1ccccc1S2 (stereo not given)	17%	5.9%	1.1	9%	11	-5	4%	i	22%	7%
